Compound activity deposited in PubChem BioAssay by National Center for Advancing Translational Sciences (NCATS).
ERK AVP block: blocks ERK signaling stimulated by vasopressin; HEK293-V1b, vasopressin-stimulated pERK AlphaScreen; Potency, µM (doses to about 57.5 µM), for inactives: at the highest dose activity, negative = inhibition, actives largely listed as inhibitors; hit rate 0.99% among 72,000; AID 995; further: on the % scale 0 is the no-effect control and ±100 the full control effect; nearly all actives have a fitted effect of over 55% in size
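HEK293 cells stably expressing V1b receptor, seeded overnight in 1% FBS, were treated with compounds for 30 min at 37C, then stimulated 5 min with 25 nM vasopressin; phospho-ERK read by AlphaScreen SureFire after lysis.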
FLuc inh: inhibitors of firefly luciferase; purified firefly luciferase, luminescence, 8 min; Potency, µM (doses to about 57.1 µM), for the others: at the top dose activity change, negative = inhibition, hits mostly inhibitors; hit rate 2.2% among 72,000; AID 411; further: on the % scale 0 is the no-effect control and ±100 the full control effect; nearly all actives have a fitted effect of over 40% in size
Target sequence (P08659 whole entry, looked up): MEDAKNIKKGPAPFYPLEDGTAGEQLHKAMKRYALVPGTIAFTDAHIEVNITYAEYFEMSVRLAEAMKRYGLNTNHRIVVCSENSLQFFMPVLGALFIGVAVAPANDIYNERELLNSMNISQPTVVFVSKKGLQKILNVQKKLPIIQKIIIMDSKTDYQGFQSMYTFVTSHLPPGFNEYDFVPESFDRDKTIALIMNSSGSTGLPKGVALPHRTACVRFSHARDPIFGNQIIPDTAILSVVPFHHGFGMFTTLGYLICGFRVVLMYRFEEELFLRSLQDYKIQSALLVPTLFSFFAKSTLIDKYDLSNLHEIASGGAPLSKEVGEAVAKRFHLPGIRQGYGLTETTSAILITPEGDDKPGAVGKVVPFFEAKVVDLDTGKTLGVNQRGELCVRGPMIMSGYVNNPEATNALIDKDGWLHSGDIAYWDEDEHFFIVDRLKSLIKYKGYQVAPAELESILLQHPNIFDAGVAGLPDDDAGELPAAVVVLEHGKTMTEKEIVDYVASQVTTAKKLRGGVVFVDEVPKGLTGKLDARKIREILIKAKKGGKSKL
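Compounds were tested as concentration series (qHTS) against purified P. pyralis luciferase with luciferin and 10 uM ATP in 50 mM imidazole pH 7.2, 50 mM KCl, 7 mM MgCl2, 0.01% Tween 20, 0.05% BSA. Luminescence was read after 8 min at ambient temperature.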
Hsp90 Hop PPI: changes Hsp90-Hop TPR2A binding signal, up or down. Potency, µM (highest dose often 57 µM), without a hit: top-dose activity change, negative = inhibition. AlphaScreen TPR2A-His6 binding biotin-Hsp90 C-terminal peptide. hit rate 0.44% among 71,000; active means well fitted curve in either direction with a large enough effect; inconclusive means small, poorly fitted or top-dose-only effect, or another doubt; further: on the % scale 0 is the no-effect control and ±100 the full control effect; many of its hits are not listed in these tables
HBB splicing: hemoglobin beta splicing modulation. Potency, µM (series often up to 46.1 µM), inactives show top-dose activation, most hits filed as activators. AID 925. HBB splicing reporter cell assay, activation; EGFP reporter with mutant IVS2-654 intron; response scale: normalised to 500 nM splice-correcting PNA. hit rate 0.06% among 65,000; further: 0% is about no effect
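Compounds were applied for 2 days to HeLa EGFP-654 cells, 500/well in Optimem with 2% FCS. The reporter's EGFP is disrupted by mis-splicing of beta-globin intron IVS2-654. Readout: summed well GFP fluorescence from 488 nm laser scanning; reference was 500 nM antisense […] 654 PNA.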
CRE Fsk mod: alters forskolin-stimulated CRE reporter signaling in CHO cells; CHO CRE-bla reporter (cAMP response element driving beta-lactamase), forskolin EC10, beta-lactamase ratio; AID 662; hit rate 2.5% among 71,000; Potency, µM (titrated, usually from 38.2 µM), for inactives: at the top dose activity change, negative = inhibition, actives largely listed as activators; active means well fitted activation curve with a large enough effect in the signal ratio, with a control signal flat, not every such curve was filed as active; inconclusive means small, poorly fitted or top-dose-only effect, or effect the other way, or a change in a side signal; the % refers to the signal ratio; further: % of control where 0% means no effect
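Modulation of forskolin signalling: compounds in titration series added with EC10 NKH 477 to CHO cells carrying a CRE-driven beta-lactamase reporter, 3 h, 37C. CCF4 FRET ratio (460/530 nm, ex 405 nm) gives %activity and AC50.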
Active calls of the source: *; ? = inconclusive; . = no result given; [ ] = another dose, or the depositor's remark. Unless noted, the call rests on the fitted dose curve; in most records, active means well fitted curve in the direction sought with a large enough effect; inconclusive means small, poorly fitted or top-dose-only effect, or another doubt; inactive means no such curve, though single readings can be large; an effect the other way counts as inactive or inconclusive. Potency means the concentration at half of the fitted maximal effect. This is a subset, so the mix of outcomes need not match the whole.

(1) CC(C)C[C@@H](CC(=O)N[C@@H](CCCN)CC(=O)N[C@@H]1CCCC[C@H]1C(=O)N[C@H](CC(=O)N[C@@H](CCC(=O)O)CC(=O)O)Cc1c[nH]c2ccccc12)NC(=O)[C@@H]1CNCC[C@H]1N
(2) CC(C)[C@@H](CC(=O)N[C@@H]1CCCC[C@H]1C(=O)N[C@H](CC(=O)N[C@@H](CCC(=O)O)CC(=O)O)Cc1ccccc1)NC(=O)C[C@H](Cc1ccccc1)NC(=O)[C@@H]1CNCC[C@H]1N
(3) CC(C)[C@@H](CC(=O)N[C@@H]1CCNC[C@H]1C(=O)N[C@H](CC(=O)N[C@@H](CCC(=O)O)CC(=O)O)Cc1ccccc1)NC(=O)C[C@H](Cc1c[nH]c2ccccc12)NC(=O)[C@@H]1CCCC[C@H]1N
(4) CC(C)C[C@@H](CC(=O)N[C@@H](CCCN)CC(=O)N[C@@H]1CCCC[C@H]1C(=O)N[C@H](CC(=O)N[C@@H](CCC(=O)O)CC(=O)O)Cc1ccccc1)NC(=O)[C@@H]1CNCC[C@H]1N
(5) NCCC[C@@H](CC(=O)N[C@@H]1CCNC[C@H]1C(=O)N[C@H](CC(=O)N[C@@H](CCC(=O)O)CC(=O)O)Cc1ccccc1)NC(=O)C[C@H](Cc1ccccc1)NC(=O)[C@@H]1CCCC[C@H]1N
(6) CC(C)C[C@@H](CC(=O)N[C@@H](CCC(=O)O)CC(=O)O)NC(=O)[C@@H]1CCCC[C@H]1NC(=O)C[C@H](CCCN)NC(=O)C[C@H](Cc1ccccc1)NC(=O)[C@@H]1CNCC[C@H]1N
(7) NCCC[C@@H](CC(=O)N[C@@H]1CCCC[C@H]1C(=O)N[C@H](CC(=O)N[C@@H](CCC(=O)O)CC(=O)O)Cc1ccccc1)NC(=O)C[C@H](CO)NC(=O)[C@@H]1CCCC[C@H]1N
(8) CC(C)C[C@@H](CC(=O)N[C@@H](CCC(=O)O)CC(=O)O)NC(=O)[C@@H]1CCCC[C@H]1NC(=O)C[C@H](CCCN)NC(=O)C[C@H](CO)NC(=O)[C@@H]1CNCC[C@H]1N
Assay by compound,1,2,3,4,5,6,7,8
ERK AVP block,.,.,.,.,.,.,.,.
FLuc inh,.,.,.,.,.,.,.,.
Hsp90 Hop PPI,-23%,?,32µM*,-8%,0%,-4%,?,-7%
HBB splicing,0.4%,0.8%,0.9%,1.5%,0.4%,0.4%,0.3%,4.1%
CRE Fsk mod,?,-15%,?,-16%,-10%,-9%,?,?

Entries above that bear a hit mark in Hsp90 Hop PPI.
cpd | molecule | FLuc inh | Hsp90 Hop PPI | CRE Fsk mod
3 | CC(C)[C@@H](CC(=O)N[C@@H]1CCNC[C@H]1C(=O)N[C@H](CC(=O)N[C@@H](CCC(=O)O)CC(=O)O)Cc1ccccc1)NC(=O)C[C@H](Cc1c[nH]c2ccccc12)NC(=O)[C@@H]1CCCC[C@H]1N | . | 32µM* | ?

The listing continues.
(9) C/C=C\C1=C(CO)C(=O)[C@@H]2OC2C1=O (some centres undefined)
(10) COc1ccc(COC(=O)N/N=C2/C[C@@H](O)[C@@H](O)[C@@H]3[C@@H]4C(=O)N(Cc5ccccc5)C(=O)[C@H]4CC[C@H]23)cc1
(11) COc1cccc([C@H](O)Cn2cc(-c3cccc(CON=C(C)C)c3)nn2)c1
(12) O=C(N/N=C1/C[C@@H](O)[C@@H](O)[C@@H]2[C@@H]3C(=O)N(Cc4ccccc4)C(=O)[C@H]3CC[C@H]12)OCc1ccccc1
(13) CO[C@@H]1COC(=O)[C@H]2CCCN2C(=O)[C@@H](C)COC(=O)CCC[C@H]1C
(14) O=C1CCC[C@@H](C(C(=O)OCc2ccccc2)C(=O)OCc2ccccc2)C1
(15) CC(C)[C@@H](OCc1ccccc1)[C@H](C)/C=N\OC[C@@H](C)[C@H](OCc1ccccc1)C(C)C
(16) CCN1C(=O)[C@@H]2[C@H]3C(=CC[C@H]2C1=O)C(=O)[C@H]1OC1[C@H]3O (some centres undefined)
Assay by compound,9,10,11,12,13,14,15,16
ERK AVP block,2%[11.5 µM],-3%[11.5 µM],6%[11.5 µM],2%[11.5 µM],-9%[11.5 µM],10%[11.5 µM],16%[11.5 µM],29%[11.5 µM]
FLuc inh,0%[11.4 µM],-1%[11.4 µM],-1%[11.4 µM],1%[11.4 µM],0%[11.4 µM],-1%[11.4 µM],2%[11.4 µM],-3%[11.4 µM]
Hsp90 Hop PPI,.,.,.,.,.,.,.,.
HBB splicing,3.0%[9.22 µM],1.3%[9.22 µM],-1.0%[9.22 µM],5.0%[9.22 µM],-1.0%[9.22 µM],1.6%[9.22 µM],4.1%[9.22 µM],4.8%[9.22 µM]
CRE Fsk mod,.,.,.,.,.,.,.,.

(17) C[C@]12CC[C@H]3c4ccc(OC[C@H]5CO5)cc4CC[C@H]3[C@H]1CC[C@@H]2O
(18) O=C1CCCC=C1[C@@H](O)CCOC(c1ccccc1)(c1ccccc1)c1ccccc1
(19) COC(=O)/C=C\CCc1coc(/C=C\CNC(=O)OC)n1
(20) COc1ccc(-c2cnnc(CCCn3ccnc3-c3ccccc3)n2)cc1
(21) CC(C)CO/N=C1/C[C@@H](O)[C@@H](O)[C@@H]2[C@@H]3C(=O)N(Cc4ccc5c(c4)OCO5)C(=O)[C@H]3CC[C@@H]12
(22) C=CC[C@@H]1C=C[C@@H](O/N=C\[C@@H](NS(=O)(=O)c2ccc(C)cc2)[C@H](C)/C=C\CC(=O)OC)[C@@H](CO)O1
(23) C[C@@H](c1ccccc1)N1C(=O)[C@H]2[C@H]3[C@H](O)[C@H](O)C/C(=N/NC(=O)OCc4ccccc4)[C@@H]3CC[C@@H]2C1=O
(24) C[C@@H]1C=CCC(=O)OC[C@H](C)C(=O)OC[C@H]2O[C@H]1C=C[C@H]2O
Assay by compound,17,18,19,20,21,22,23,24
ERK AVP block,1%[11.5 µM],-5%[11.5 µM],15%[11.5 µM],12%[11.5 µM],24%[11.5 µM],8%[11.5 µM],11%[11.5 µM],20%[11.5 µM]
FLuc inh,-1%[11.4 µM],0%[11.4 µM],0%[11.4 µM],4%[11.4 µM],-2%[11.4 µM],0%[11.4 µM],0%[11.4 µM],-1%[11.4 µM]
Hsp90 Hop PPI,.,.,.,.,.,.,.,.
HBB splicing,1.1%[9.22 µM],0.7%[9.22 µM],1.6%[9.22 µM],-2.6%[9.22 µM],-0.1%[9.22 µM],0.3%[9.22 µM],0.6%[9.22 µM],0.3%[9.22 µM]
CRE Fsk mod,.,.,.,.,.,.,.,.

Grouped by structure: the compounds so far with an NH in an aromatic ring (two)
(1) CC(C)C[C@@H](CC(=O)N[C@@H](CCCN)CC(=O)N[C@@H]1CCCC[C@H]1C(=O)N[C@H](CC(=O)N[C@@H](CCC(=O)O)CC(=O)O)Cc1c[nH]c2ccccc12)NC(=O)[C@@H]1CNCC[C@H]1N
(3) CC(C)[C@@H](CC(=O)N[C@@H]1CCNC[C@H]1C(=O)N[C@H](CC(=O)N[C@@H](CCC(=O)O)CC(=O)O)Cc1ccccc1)NC(=O)C[C@H](Cc1c[nH]c2ccccc12)NC(=O)[C@@H]1CCCC[C@H]1N
Assay by compound,1,3
ERK AVP block,.,.
FLuc inh,.,.
Hsp90 Hop PPI,-23%,32µM*
HBB splicing,0.4%,0.9%
CRE Fsk mod,?,?

Next part
(25) CCOC(=O)CCN1C(=O)[C@H]2[C@@H]3[C@H](O)C=CC(=O)[C@H]3CC[C@H]2C1=O
(26) C=CC[C@@H]1C=C[C@@H](O/N=C\[C@@H](OC)[C@H](C)/C=C\CC(=O)OC)[C@@H](CO)O1
(27) CCOC(=O)CCN1C(=O)[C@H]2[C@H]3[C@H](O)[C@H](O)C/C(=N/O[C@@H]4O[C@@H](COC(C)=O)[C@@H](OC(C)=O)[C@@H](OC(C)=O)[C@H]4OC(C)=O)[C@@H]3CC[C@@H]2C1=O
(28) CO/N=C(\C)CCN1CCCCc2nc(C)c(C)cc21
(29) CC(C)(C)N1C(=O)[C@H]2[C@H]3[C@H](O)[C@H](O)C/C(=N/NC(=O)OCc4ccccc4)[C@@H]3CC[C@@H]2C1=O
(30) CO[C@@H]1COC(=O)[C@H](COCc2ccccc2)NC(=O)C/C=C\[C@@H](C)[C@H](OC)COC(=O)[C@H](COCc2ccccc2)NC(=O)C/C=C\[C@H]1C
(31) CCOC(=O)N/N=C1/C[C@@H](O)[C@@H](O)[C@@H]2[C@@H]3C(=O)N(C4CCCCC4)C(=O)[C@H]3CC[C@H]12
(32) CC(C)=NOCc1ccc(-c2cc(-c3ccccc3)no2)cc1
Assay by compound,25,26,27,28,29,30,31,32
ERK AVP block,11%[11.5 µM],8%[11.5 µM],23%[11.5 µM],11%[11.5 µM],26%[11.5 µM],15%[11.5 µM],15%[11.5 µM],22%[11.5 µM]
FLuc inh,-1%[11.4 µM],-1%[11.4 µM],1%[11.4 µM],0%[11.4 µM],0%[11.4 µM],0%[11.4 µM],-1%[11.4 µM],0%[11.4 µM]
Hsp90 Hop PPI,.,.,.,.,.,.,.,.
HBB splicing,-0.5%[9.22 µM],-0.4%[9.22 µM],1.0%[9.22 µM],4.0%[9.22 µM],3.8%[9.22 µM],0.6%[9.22 µM],1.4%[9.22 µM],0.6%[9.22 µM]
CRE Fsk mod,.,.,.,.,.,.,.,.

(33) COC(=O)C/C=C\[C@@H](C)[C@@H](/C=N\O[C@@H](C)CN1CCCCc2nc(C)c(C)cc21)NS(=O)(=O)c1ccc(C)cc1
(34) CC(C)=NO[C@@H](C)c1cn([C@@H]2COC[C@@H]2O)nn1
(35) COc1ccccc1NC(=O)CN(Cc1ccco1)C(=O)c1ccc(-n2nc(C)cc2C)cc1
(36) CCOC(=O)C1=NO[C@@]2(C=C(Br)C3(OCCCO3)[C@H]3O[C@H]32)C1
(37) COCOc1cc(OC)ccc1C(=O)/C=C\c1ccc2c(c1)OCO2
(38) CO/N=C1/[C@H]2O[C@@H]2[C@@H](O)[C@H]2[C@H]1CCn1c(=O)n(-c3ccccc3)c(=O)n12
(39) CCCNC(=O)OC[C@@H]1O[C@H](CCON=C(C)C)C=C[C@@H]1Oc1ccc(OC)cc1
(40) C#CCCCO/N=C1/C[C@@H](O)[C@@H](O)[C@@H]2[C@@H]3C(=O)N(C(C)(C)C)C(=O)[C@H]3CC[C@H]12
Assay by compound,33,34,35,36,37,38,39,40
ERK AVP block,7%[11.5 µM],10%[11.5 µM],10%,6%[11.5 µM],11%[11.5 µM],1%[11.5 µM],9%[11.5 µM],-1%[11.5 µM]
FLuc inh,1%[11.4 µM],0%[11.4 µM],1%,2%[11.4 µM],-1%[11.4 µM],0%[11.4 µM],0%[11.4 µM],0%[11.4 µM]
Hsp90 Hop PPI,.,.,.,.,.,.,.,.
HBB splicing,1.1%[9.22 µM],1.2%[9.22 µM],-0.2%[57.5 µM],0.5%[9.22 µM],2.7%[9.22 µM],1.4%[9.22 µM],-0.3%[9.22 µM],0.7%[9.22 µM]
CRE Fsk mod,.,.,.,.,.,.,.,.
